From PubChem
mHTT CaM bind – inhibitors of human mutant huntingtin-calmodulin interaction | inhibition, % at 15 µM | 190,000 tested, 3.6% active | P42858 | AID 1671202 | AlphaScreen His-mHTT/GST-CaM binding, luminescence;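 further: 0% = both proteins with DMSO and 100% = one protein alone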
Pf apPOL inh – Pf-apPOL DNA polymerase inhibition | inhibition, % at 10 µM | 210,000 tested, 0.25% active | AID 1794808 | Recombinant Pf-apPOL, molecular beacon fluorescence, 1.5 h
* hit, by the source's call; i = inactive; / = no result given; & = joins results of further samples. No stated cut-off is given here; in the data, active means inhibition above about 50%; inactive means the rest. Rows were taken by chance, and some 3.5% of all compounds hit somewhere here.

canonical_smiles	mHTT CaM bind	Pf apPOL inh
COc1ccc(-c2c(-c3ccc4c(c3)OCO4)noc2-c2ccsc2)cn1	-3.7	-1.9
CC(C)CC(=O)N1CCC(Cc2nnc(-c3ccccc3)o2)CC1	-1.8	-6.5
COC(=O)C(C)Sc1nnc(CNC(=O)c2ccccc2)o1 (stereo not given)	-6.5	1.7
Cc1ccc(S(=O)(=O)N2CCC(c3noc(-c4ccccc4)n3)CC2)cc1	-2.3	-1.5
Cc1nc(C2CCCN2S(=O)(=O)c2ccc(Cl)s2)n[nH]1 (stereo not given)	-0.4	-3.2
CN(C)c1ncncc1N1CCC(C(=O)NCC2CCCO2)CC1 (stereo not given)	-0.8	-2.2
O=C(Cc1ccc(F)cc1)Nc1ccc(N2CCCC2=O)cc1	-5.6	-158.5
O=C(Nc1nccn(-c2ccc(F)cc2)c1=O)c1ccccc1	-4.5	-1.3
Cc1ccccc1Cn1cnc2c1c(=O)n(C(C)C)c(=O)n2-c1ccc(F)cc1	1.3	-1.8
CCN(CC)S(=O)(=O)c1ccc(F)c(C(=O)Nc2ccc(C)c(Cl)c2)c1	-5.0	-4.6
Clc1ccc(Nc2ncnc3c2cnn3-c2ccccc2)c(Cl)c1	14.0	3.2
CC1C(=O)N(c2cccc(F)c2)CCN1C(=O)c1ccc(Cl)cc1Cl (stereo not given)	-2.6	-3.1
CCc1onc(C)c1C1CCCN1C(=O)Cc1c(F)cccc1Cl (stereo not given)	-0.5	-0.3
O=C(NCc1cccc(Cl)c1)c1cnn2c1NC(c1ccco1)CC2C(F)(F)F (stereo not given)	9.0	5.5
O=C(c1ccc2c(c1)OCO2)N1CCC(CCOc2ccc(F)cc2)CC1	-1.8	-0.1
O=C(c1cn(-c2cccc(Cl)c2)nn1)N1CCCCC1	-5.0	-4.3

Entries of single compounds, quoted from the list. Screens in order: mHTT CaM bind | Pf apPOL inh
CC1C(=O)N(c2cccc(F)c2)CCN1C(=O)c1ccc(Cl)cc1Cl (stereo not given) is listed as -2.6 | -3.1
Clc1ccc(Nc2ncnc3c2cnn3-c2ccccc2)c(Cl)c1 is listed as 14.0 | 3.2
Cc1ccccc1Cn1cnc2c1c(=O)n(C(C)C)c(=O)n2-c1ccc(F)cc1 is listed as 1.3 | -1.8
O=C(c1cn(-c2cccc(Cl)c2)nn1)N1CCCCC1 is listed as -5.0 | -4.3

More compounds.
canonical_smiles	mHTT CaM bind	Pf apPOL inh
O=S(=O)(c1ccc(F)c(Cl)c1)N1CCN(S(=O)(=O)C2CC2)CC1	-8.0	-6.3
O=C(Nc1nnc2ccccn12)C1CCC1	1.2	3.4
COc1ccc(NC(=O)c2cc3c(CO)cnc(C)c3oc2=Nc2ccc(C)cc2)cc1	5.0	-3.2
CN1c2ccc(F)cc2C(=O)NC12CCN(C(=O)Nc1ccccc1F)CC2	-5.6	-0.8
O=C(c1ccccc1F)N1CCN(c2ccc([N+](=O)[O-])cc2F)CC1	5.5	-1.2
CC(=O)c1ccc(S(=O)(=O)N2CCC(c3cc(-c4cccc(C)c4)n[nH]3)CC2)cc1	17.1	2.2
Cc1ccc(NC(=O)c2ccc([N+](=O)[O-])o2)cc1	14.3	-8.9
O=C(CCc1ccccc1)NCc1cccnc1-c1ccc(F)cc1	-11.5	-1.4
O=C(O)Cc1ccc(NCc2ccccc2Cl)cc1	-1.1	6.2
Cc1oc(C2CCN(C(=O)NCc3ccccc3)CC2)nc1C(=O)N1CCOCC1	-0.4	0.2
CCC(=O)N1CCc2ccccc2C1C(=O)NCc1cccc(F)c1 (stereo not given)	0.8	1.2
O=C(NCc1ccccc1Cl)c1cc2n(n1)CCCN(Cc1ccccc1)C2=O	-4.9	-3.3
CCN(CC)C(=O)c1cc2c(s1)-c1cc(OC)ccc1CC2	-24.0	-2.5
Cc1ccc(C2C3=C(Nc4ncnn42)c2ccccc2OC3c2ccccc2F)cc1 (stereo not given)	45.0	-3.9
C#CCOc1ccc(C2CC(=O)Nc3n[nH]c(C)c32)cc1OC (stereo not given)	-2.6	1.7
O=C(NCCCc1ccccc1)c1ccc2c(c1)nc1n2CCCC1	6.9	-6.0
CC(C)OC(=O)CNc1n[nH]c(=O)[nH]c1=O	-6.2	/
CC(NC(=O)CC(C)(C)C)C(=O)N1CCN(c2ccccn2)CC1 (stereo not given)	1.4	-1.7
CCOc1ccc(CCNC(=O)Cn2cc3c(n2)CCC(C)C3)cc1OCC (stereo not given)	-3.1	-2.5
CC1CCN(C(=O)C2c3ccccc3CCN2CC(=O)NCC2CCCCC2)CC1 (stereo not given)	11.8	-1.1
O=C(NCC1CCN(Cc2ccsc2)CC1)C(=O)Nc1ccon1	-4.8	-7.1
CN(n1cnc2ccccc2c1=O)S(=O)(=O)c1cc(Cl)sc1Cl	/	-12.7
N#CCC[C@@H]1CC[C@]2(CCCN(C(=O)c3ccccc3)C2)O1	-11.9	-9.7
CCOCCCNC(=O)c1nc(C)n(C2CCN(C)CC2)c1C	-1.1	-13.6
Cc1nnsc1C(=O)Nc1ccccc1F	-3.3	-10.2
O=C(Cc1ccc([N+](=O)[O-])cc1)Oc1cccc(Br)c1	4.9	-9.3
N#Cc1cc2c(nc1SCC(=O)c1ccccc1)CCC2	0.0	-2.2
O=Cc1cn[nH]c1-c1ccc(Cl)cc1	-6.5	2.7
CC(=O)N1C(=O)Cc2cc([N+](=O)[O-])ccc21	32.1	-0.2
O=C(NCCc1ccccc1)N1CC2CC1CC2NS(=O)(=O)c1ccccc1 (stereo not given)	-5.9	-3.5
COc1ccc(C2C3=C(CCCC3=O)Nc3nc(SC)nn32)cc1 (stereo not given)	-7.0	-7.0
COc1ccc(CC(=O)NCCc2ccc(S(N)(=O)=O)cc2)cc1OC	-4.2	-15.2
O=C(O)c1cc2c([nH]c1=O)CCCCC2	-5.8	-11.3
CC(C)CCNC(=O)N1CCn2cccc2C1C (stereo not given)	0.1	-2.0
COc1ccc2c(c1OC)C(=O)N(c1ccc(C)cc1)C2	2.0	1.7
CCOc1ccc(NC(=S)NC(=O)COc2cc(Cl)c(Cl)cc2Cl)cc1	/	-1.3
Cc1nc(C(F)(F)F)ccc1C(=O)NCCc1cccs1	/	-12.8
NC(=O)C(=O)Nc1ccc2c(c1)OCCO2	-2.6	-13.4
CCCN1C(=O)Cc2ccccc2C1C(=O)NCc1ccc(Cl)cc1 (stereo not given)	9.7	-4.1
O=C(CCC1CCCN(C(=O)Nc2ccc(Cl)cc2)C1)NC1CCCCC1 (stereo not given)	-8.6	0.5
Fc1ccc(Br)cc1C1C=C(c2ccc(Cl)cc2)Nc2ncnn21 (stereo not given)	3.0	-4.0
Cc1ccc(C(=O)N2CCN(c3ccc(C(F)(F)F)cc3[N+](=O)[O-])CC2)cc1	23.0	1.1
O=c1sn(-c2ccc([N+](=O)[O-])cc2Cl)c(=O)n1C1Cc2ccccc2C1	/	49.8
Cc1ccc(CN2C(=O)NC3(CCN(C(=O)c4ccc[nH]c4=O)CC3)C2=O)cc1	3.6	-2.2
O=C(Cc1c[nH]c2ccccc12)N1CCc2nc3cc(-c4ccccc4)[nH]n3c(=O)c2C1	40.3	-1.2
CCOCCCNC(=O)N1CCCCCC1c1ccc(Cl)cc1 (stereo not given)	10.2	3.5
COc1ccccc1C1Oc2ccc(Cl)cc2C2=C1C(c1cccs1)n1ncnc1N2 (stereo not given)	23.0	-1.4
Cn1cc2c3c(cccc31)CN(C(=O)Nc1ccccc1Br)CC2	2.1	-4.5
COc1cc2nc(/C=C/c3cccc([N+](=O)[O-])c3)oc(=O)c2cc1OC	5.0	-7.6
CC1CCN(C(=O)C2CCc3nc(N4CCN(C(=O)C5CCC5)CC4)sc3C2)CC1 (stereo not given)	9.9	-0.2
COc1c(Cl)cc(C(=O)Nc2cccc(Cl)c2C)cc1Cl	-5.1	-1.7
CCOc1ccc(-n2c(=O)c3sccc3n(CC(=O)c3cccc([N+](=O)[O-])c3)c2=O)cc1	8.0	-0.5
O=C(O)CCC(=O)Nc1nc(-c2ccccc2)cs1	9.2	-4.6
Cc1nn(-c2ccccc2)c2c1C(c1ccc([N+](=O)[O-])o1)C(C#N)=C(N)O2 (stereo not given)	31.3	-6.6
O=C(NC1CCN(c2ccccc2C(=O)N2CCCCC2)CC1)c1cccc(F)c1	7.3	-6.7
O=C(NCCN1CCOCC1)C1CCCN(c2ncccc2-c2noc(C3CCC3)n2)C1 (stereo not given)	18.9	-5.5

Remaining list, next part
canonical_smiles	mHTT CaM bind	Pf apPOL inh
O=C(NCCc1ccccc1)c1cccc(NC(=O)C2CCC2)c1	-8.5	-4.0
COc1ccc2cc(C(=O)Nc3ccccc3)c(=Nc3ccc(C(=O)O)cc3)oc2c1	4.0	-2.4
COc1ccc(CCNC(=O)COc2ccc(Br)cc2)cc1OC	0.3	8.6
CN(C(=O)c1cccc(-c2cnc(N3CCCCC3)nc2)c1)C1CCCCC1	-4.4	-2.4
CNc1oc(-c2ccc(Cl)cc2Cl)nc1S(=O)(=O)c1ccc(C)cc1	-9.0	-1.0
COc1cc(C(=O)NCc2ccc3c(c2)OCO3)cc(OC)c1OC	-5.0	-5.0
NC(=O)/C(=N\O)c1nc(-c2ccc(Br)cc2)cs1	i	-10.6
COc1ccc(COc2cc(-c3cccc(OC)c3)nc3ccc(NC(C)=O)cc23)cc1	6.1	-10.4
COCCc1noc(COC2CCCN(Cc3ccc[nH]3)C2)n1 (stereo not given)	30.7	-3.6
CNc1nccc(N2CCC(CC(=O)N3CCN(c4ccccc4C)CC3)CC2)n1	40.5	-3.1
CCN1C(=O)C(C)(C(=O)Nc2ccc(OC)cc2OC)Oc2cccnc21 (stereo not given)	-8.2	-4.6
O=c1[nH]c(/C=C/c2cn(Cc3ccccc3)c3ccccc23)nc2ccccc12	6.5	11.8
COc1ccc(CCC(=O)NCc2cc(C)on2)cc1	-4.5	-1.6
COc1ccccc1OCc1nc(C#N)c(N2CCCC2)o1	14.0	-4.4
Cc1ccccc1CN1CCCC(C(=O)N2CCCC2)C1 (stereo not given)	-0.5	0.7
CN(C)c1cccc(C(=O)N2CCC(n3cnc4ccc(F)cc43)CC2)c1	50.9*	-3.4
CCn1ncc(Br)c1C(=O)Nc1ccc(N(C)C)cc1	56.0*	-6.8
Oc1ccccc1C1CC(c2ccc(F)cc2)=NC2(CCN(Cc3ccccc3)CC2)N1 (stereo not given)	5.2	-3.4
Cc1cccc(C(=O)N2N=C(c3ccc(Br)cc3)CC2(O)C(F)(F)F)c1 (stereo not given)	97.0*	0.9
O=C(Cc1ccc(Cl)cc1)N1CCC2(CC1)NC(=O)N(Cc1ccc(F)cc1)C2=O	17.4	-13.5
O=C1NC(=Nc2ccccn2)SC1Cc1cccc(Cl)c1Cl (stereo not given)	-1.0	0.6
O=S(=O)(Nc1ccc2c(c1)OCCO2)c1ccc(Cl)cc1	-0.2	-7.0
CC(C)(C)N=C1Nc2ncccc2NC12CCN(C(=O)NCc1ccco1)C2 (stereo not given)	13.2	-0.5
CC(C)S(=O)(=O)Nc1ccc2c(c1)CN(C(=O)c1ccco1)CC2	-4.2	-5.1
COCC(C)NC(=O)c1ccc(C)c(C)c1 (stereo not given)	0.9	-3.8
COc1ccc(-c2nc3ccccn3c2NC(=O)C2CCCCC2)cc1OC	59.4*	-5.1
COc1cccc2cc(-c3cc(=O)oc4cc(OCC(C)=O)ccc34)c(=O)oc12	5.0	-8.9
Cc1ccc(NC(=O)CC(C)(C)C)cc1	-11.6	-13.4
O=C(Nc1ccc(Cl)cc1)N1CCc2[nH]cnc2C1c1ccncc1 (stereo not given)	-2.8	-1.5
Cc1ccc(C(=O)Nc2ccccc2[N+](=O)[O-])cc1	25.0&24.1	4.6&-5.9
O=C(O)CCCCCNC(=O)/C(=C\c1ccc2c(c1)OCO2)NC(=O)c1ccco1	1.0	8.0
N#CC1=C(N)C(C#N)(C#N)C(c2ccc(Cl)c(Cl)c2)C2CCCC=C12 (stereo not given)	100.0*	6.1
O=C(O)CCN(CCC(=O)O)c1nnc(-c2ccccc2)o1	4.0	-0.6
O=C(NCc1ccco1)C(Cc1ccccc1)N1C(=O)C2C3C=CC(C3)C2C1=O (stereo not given)	4.8	-6.1
CC(C)C(NC(=O)C1CCCCC1)C(=O)N1CCN(c2ccccn2)CC1 (stereo not given)	0.0	-7.1
O=S(=O)(Cc1ccccc1)c1nc2ccccc2n1Cc1ccccc1	-13.7	-6.1
CC(C)(C)C(=O)NC(Nc1ncccn1)C(Cl)(Cl)Cl (stereo not given)	-12.0	-2.9
COc1ccc([N+](=O)[O-])cc1C1=N/C(=C/c2ccc(Cl)cc2Cl)C(=O)O1	-1.0	-2.4
COc1ccc(OC)c(NC(=O)Cc2ccc([N+](=O)[O-])cc2)c1	13.9	1.2
CCN(C)C(=O)c1cc(-c2ccc3ccccc3c2)on1	-18.0	-1.6
CC1CCCC(C)N1C(=O)c1ccc(Cl)cc1 (stereo not given)	-4.2	-3.3
COc1ccc(OC)c(C2C(=C(O)c3ccc(Cl)cc3)C(=O)C(=O)N2Cc2cccnc2)c1 (stereo not given)	2.1	-0.3
COc1ccc2c(c1)C(=O)CC2	2.4	0.5
O=C(CCc1ccccc1)Nc1c(F)c(F)c(F)c(F)c1F	-8.5	3.4
